Source: PubChem
PKA-R2B activ = activates the human PKA-R2B holoenzyme complex. P22694+P31323. PKA-R2B holoenzyme dissociation, Cy5-IP20 fluorescence polarization; R2B truncated from residue 108, S112A mutant; 0% DMSO only, 100% 113 µM cGMP. activation, % at 11.4 µM. actives 0.079% (n = 340,000). AID 504700;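 active = activation above a cutoff set at the mean over all compounds plus 3 SD, cut at about 18% in these data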;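 note: higher means more holoenzyme dissociation and a rise in polarization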
Target sequence (P31323 whole entry, looked up, other chains not shown, the tested form may be a part): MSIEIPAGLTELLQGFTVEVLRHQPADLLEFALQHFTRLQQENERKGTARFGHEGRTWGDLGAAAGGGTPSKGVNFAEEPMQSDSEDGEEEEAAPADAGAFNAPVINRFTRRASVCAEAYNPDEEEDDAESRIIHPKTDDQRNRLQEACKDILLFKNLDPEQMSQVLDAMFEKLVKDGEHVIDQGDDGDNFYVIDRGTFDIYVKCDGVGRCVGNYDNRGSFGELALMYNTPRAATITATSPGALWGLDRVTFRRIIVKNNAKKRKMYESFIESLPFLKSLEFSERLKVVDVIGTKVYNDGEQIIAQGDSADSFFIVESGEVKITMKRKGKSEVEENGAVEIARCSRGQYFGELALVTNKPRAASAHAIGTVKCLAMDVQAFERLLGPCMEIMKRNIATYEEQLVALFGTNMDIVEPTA
SR-BI HDL uptake = inhibitors of mouse SR-BI mediated HDL lipid uptake; Q61009; ldlA[mSR-BI] CHO cells, DiI-HDL uptake fluorescence, 3 h; inhibition, % at 12.5 µM; actives 0.96% (n = 320,000);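 active = mean replicate inhibition of at least 70% and a set share of replicates each scoring 70 or more; inconclusive = meets just one of the two criteria; inactive = fails both criteria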;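 note: 0% = median of neutral control wells and 100% = median of positive control wells; values of inactives mirror those of a sister screen read the other way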
Target sequence (Q61009 whole entry, looked up): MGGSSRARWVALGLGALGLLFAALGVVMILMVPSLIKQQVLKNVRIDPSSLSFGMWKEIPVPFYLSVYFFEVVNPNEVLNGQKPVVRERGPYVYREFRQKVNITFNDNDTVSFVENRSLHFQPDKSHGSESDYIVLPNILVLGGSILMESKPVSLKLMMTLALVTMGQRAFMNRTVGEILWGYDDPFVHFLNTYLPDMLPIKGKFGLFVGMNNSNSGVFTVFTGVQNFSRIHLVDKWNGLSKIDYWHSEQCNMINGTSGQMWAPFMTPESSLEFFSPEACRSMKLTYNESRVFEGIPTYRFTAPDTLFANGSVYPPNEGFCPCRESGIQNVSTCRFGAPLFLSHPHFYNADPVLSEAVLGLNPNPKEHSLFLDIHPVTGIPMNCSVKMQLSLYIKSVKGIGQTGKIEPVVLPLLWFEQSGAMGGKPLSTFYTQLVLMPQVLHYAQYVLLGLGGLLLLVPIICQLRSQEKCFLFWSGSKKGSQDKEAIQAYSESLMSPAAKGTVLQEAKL
PKA-R1A activ = activates the PKA-R1A holoenzyme complex; actives 0.083% (n = 340,000); PKA-R1A dissociation, Cy5-IP20 fluorescence polarization; scaled: DMSO 0%, 113 µM cGMP 100%; AID 504707; activation, % at 11.4 µM;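 active = percent activation above the mean of all tested compounds plus 3 SD, cut at about 19% in these data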;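 note: higher means more PKAc released from R1A so a rise in polarization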
MITF act = activators of MITF-driven TRPM1 promoter activity in SK-MEL-5 cells; actives 0.75% (n = 300,000); SK-MEL-5 TRPM1-promoter luciferase, 24 h; % of positive control, neutral wells = 0; activation, % at 12.5 µM;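 active = mean activation of at least 80% with every replicate also reaching 80%; inconclusive = mean reaches 80% but some replicate falls short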;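 note: 0% = neutral control wells and 100% = parthenolide positive control wells; values of inactives mirror those of a sister screen read the other way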
NSD2 HMT inh = inhibitors of human histone methyltransferase NSD2; inhibition, % at 12.5 µM; O96028; NSD2 peptide methylation, AlphaScreen, 120 min; actives 0.54% (n = 310,000); in the data active = inhibition above about 50%
CDK5 p35 inh = inhibitors of human CDK5/p35 kinase; Recombinant CDK5/p35, ADP-Glo luminescence, 60 min; inhibition, % at 10 µM; actives 0.01% (n = 330,000); AID 488839;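 active = highest replicate inhibition of at least 50% and at least 75% of replicates reaching 50%; inconclusive = only one of the two criteria met; inactive = both criteria failed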;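 note: plate controls were DMSO neutral control for no effect and GW8510 at 10 µM for full effect; many of its hits are not listed in these tables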
Arr AP2 block = blocks beta-arrestin peptide binding to AP2 adaptin. FITC-arrestin peptide / GST-AP2 beads, flow cytometry; AP2 beta2 appendage carries R879A mutation. actives 0.31% (n = 340,000). inhibition, % at 10 µM;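 active = inhibition above a set limit, near 3 SD of compounds lacking own fluorescence, cut at about 54% in these data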;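 note: plate controls were DMSO wells for no effect and 5 µM unlabelled arrestin peptide for full effect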
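System: GST-AP2 R879A glutathione beads; medium: PBS, Tween 20 0.05%, BSA 0.1%; reagent: fluorescein-tagged arrestin peptide at 50 nM final; schedule: pre-incubation 12 min, peptide binding 1 h, room temperature; detection: flow cytometry, FL1 (488/535 nm); read-out: inhibition as reduced fluorescein signal on beads, percent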
Mot1-301 SUMO = SUMOylation pathway inhibition by Mot1-301 growth rescue | S. cerevisiae Mot1-301 growth rescue, ATP luminescence, 38.5C; percent above DMSO median, 100 means doubled | actives 1% (n = 320,000) | AID 2716 | growth rescue, % at 18.8 µM;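 active = every valid replicate shows activation above 250% relative to neutral control wells; inactive = the rest, any valid replicate at or below 250%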;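 note: OY570 slx delta 5 strain wells were the positive control but not used for scaling; some compounds called inactive have numbers as strong as hits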
SR-BI DiI-HDL act = activators of SR-BI mediated HDL lipid uptake; AID 504775; activation, % at 12.5 µM; actives 0.096% (n = 320,000); CHO ldlA[mSR-BI] cells, DiI-HDL uptake fluorescence, 3 h; 100 = double the neutral-control signal;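 active = mean replicate activation of at least 60% and every replicate at or above 60%; inconclusive = mean or all-replicate condition met, but not both; inactive = mean below 60% and not all replicates reaching 60%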;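 note: 0% = median plate neutral-control signal and 100% = twice that signal; values of inactives mirror those of a sister screen read the other way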
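System: CHO ldlA[mSR-BI] cells / Medium: HEPES-buffered (25 mM, pH 7.4) F12 plus 0.5% BSA / Probe or stimulus: labelled HDL, 10 µg/mL / Doses: single compound concentration, delivered by pin transfer / Schedule: 3 h, 37 °C / Measured by: DiI fluorescence, bottom read / Measure: cell-associated DiI fluorescence as measure of HDL uptake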
dFosB act = enhances mouse delta FosB homodimer DNA binding | purified delta FosB, TAMRA-CDK5 oligo fluorescence polarization; percent of positive-control signal above neutral wells | activation, % at 25 µM | actives 0.99% (n = 340,000);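 active = mean activation above about 17%, with every replicate also reaching it, limit read from the data, passing the limit was not always enough; inconclusive = only one of the two conditions met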;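 note: fluorescence polarization rise as delta FosB binds a TAMRA Cdk5 AP-1 oligo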
Pemphigus Ab inh = inhibitors of pemphigus antibody binding to human desmoglein-3; P32926; binding (percent of control), % at 10 µM; actives 0.48% (n = 310,000); AID 588358; DSG3-coupled beads, scFv-anti-DSG3-GFP binding, flow cytometry; active compounds read low;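 active = binding more than 3 SD below its plate's average and above zero; inconclusive = below that plate limit but binding exactly zero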;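 note: hits lower antibody fragment binding to DSG3; some compounds called inactive have numbers as strong as hits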
Active calls of the source: *; i = inactive; ? = inconclusive; / = not tested or not shown.

CDK5 p35 inh	PKA-R2B activ	Pemphigus Ab inh	PKA-R1A activ	Mot1-301 SUMO	SR-BI HDL uptake	SR-BI DiI-HDL act	Arr AP2 block	MITF act	dFosB act	NSD2 HMT inh	mol
1.1	8.1	102.7	7.7	95.0	/	/	-0.2	85.3*	4.1	5.2	COc1ccccc1OCC(=O)Nc1nc(C)c(C)s1
-3.9	0.0	99.4	-1.2	-17.2	-7.4	7.4	9.4	10.8	-15.5	2.7	Cc1nc2ccc(NC(=S)NCCCO)cc2nc1C
-0.9	1.2	92.6	5.3	/	-21.2	21.2	5.3	0.9	-4.8	-1.0	COC(C(=O)Nc1ccc(C(N)=O)cc1)c1ccccc1 (centres undefined)
-1.7	-4.0	103.9	3.5	4.7	-27.5	/	-29.0	4.4	-7.4	-1.2	Cc1onc(C(=O)NC2CCCCC2)c1[N+](=O)[O-]
-0.9	-12.8	86.2	2.2	/	40.0	-40.0	-2.7	-9.2	-9.1	9.2	COC(=O)c1ccc(C(=O)OC)c(NC(=O)CN2CCN(c3ccccc3)CC2)c1
0.1	3.4	98.5	1.3	-12.6	-8.7	8.7	-11.1	/	-3.8	0.2	COc1ccc(C2C(C(C)=O)=C(C)N=c3s/c(=C\c4ccc5c(c4)OCO5)c(=O)n32)c(OC)c1 (centres undefined)
-9.5	4.1	110.3	0.1	55.3	51.4	-51.4	4.0	4.7	?	1.4	COc1ccc(NC(=O)c2sc3ncnc(N4CCN(c5ccccn5)CC4)c3c2C)cc1Cl
-3.1	-2.0	/	-5.0	1.6	-11.3	11.3	-0.1	6.4	-1.0	-2.8	Cc1c(N(C)C(=O)C23CC4CC(CC(C4)C2)C3)c(=O)n(-c2ccccc2)n1C
-0.6	-5.4	91.8	-2.9	11.4	44.9	-44.9	33.9	98.2*	-7.8	-1.2	O=C(Nc1ccc2ccccc2c1)c1cccc([N+](=O)[O-])c1
-0.1	-9.3	95.0	8.2	134.2	/	/	9.1	0.7	-1.8	0.7	O=C(Nc1ccccn1)c1cccnc1
-0.8	-6.6	94.1	6.6	-6.6	-26.8	26.8	2.1	-7.3	-7.7	2.0	Cc1cccc(C)c1OCC(=O)Nc1nnc(C2CCCO2)s1 (centres undefined)
0.6	19.9*	/	5.9	359.0	26.4	-26.4	29.8	14.4	-8.4	-3.0	CC1=NN(c2nc(-c3ccc(Cl)cc3)cs2)C(=O)C1
-1.5	-15.6	/	-4.8	60.1	/	/	1.7	/	-2.1	-4.0	Cc1cc(C)nc(Sc2ncnc3sc4c(c23)CCC4)n1
0.6	14.3	99.1	4.5	i	-7.8	7.8	4.2	/	-3.8	/	O=C(Nc1ccccc1Cl)N1CCN(c2ccc3nncn3n2)CC1
2.5	7.6	102.5	5.9	260.8	-7.9	7.9	-11.5	-0.7	-9.4	/	O=C(NCc1cccc(C(F)(F)F)c1)C1CC2Cn3c(nc4ccccc43)C2N1Cc1ccccc1 (centres undefined)
0.6	-3.6	101.0	0.2	3.5	0.7	-0.7	17.5	4.3	4.7	-3.0	O=C(CN(Cc1ccco1)C(=O)c1ccc(Cl)cc1)Nc1ccc(Cl)c(Cl)c1
1.1	0.3	99.3	-4.5	-18.2	-26.6	26.6	34.1	-5.5	-9.9	5.2	O=C(O)/C(=C/c1ccco1)NC(=O)c1ccccc1
0.5	-4.3	101.8	7.1	12.0	30.8	-30.8	32.1	25.8	-1.6	5.1	COc1cc(CNc2ccc3[nH]c(=O)[nH]c3c2)ccc1OCc1ccccc1F
-1.4	-0.2	102.7	3.1	17.2	-7.5	7.5	-6.8	-2.9	14.7	-0.3	Cc1cc(NC(=O)CCCOc2ccc(Cl)cc2Cl)no1
-0.4	2.0	/	14.1	/	-0.9	0.9	-0.2	-1.5	-8.5	-3.4	COc1ccc2c(c1OC)C(=O)OC2Nc1ccccn1 (centres undefined)
-2.4	-2.7	99.7	6.3	4.1	-33.3	33.3	1.2	-1.5	-12.4	2.0	CC(C)(C)c1ccc(C(=O)N2CCCN(C(=O)c3ccc(C(C)(C)C)cc3)CC2)cc1
-1.5	4.8	100.0	-0.5	31.5	-18.1	18.1	2.7	3.3	0.1	/	CCN(C(=O)Nc1ccccc1)c1ccccc1
-0.8	-2.8	86.2	-4.8	-4.4	24.7	-24.7	2.8	1.8	0.3	-0.7	O=C1C2CCCN2C(=O)N1CCN1CCN(c2ccccc2)CC1 (centres undefined)
-1.6	-4.5	92.2	-9.8	61.7	-4.3	4.3	15.7	6.8	-3.8	/	CN(C)C(N)=NCCC[C@H](N)C(=O)O
-0.1	3.1	111.8	5.6	/	-7.3	7.3	-7.8	-9.7	-4.8	0.6	CC(=O)Nc1ccc(S(=O)(=O)NN=CCCc2ccccc2)cc1
-0.2	-6.0	96.9	-7.6	15.9	4.4	-4.4	-6.0	-6.8	5.9	-3.9	O=C(OC(C(=O)NC1CCCC1)c1ccccc1F)c1ccco1 (centres undefined)
-1.7	-6.6	62.4	-1.1	-13.9	7.8	-7.8	-2.1	25.8	7.1	/	O=C(/C=C/c1ccccc1)Nc1ccc2c(c1)C(=O)NC2=O
-2.6	0.8	105.7	-4.0	-7.7	/	/	5.4	-0.1	-7.2	5.0	Cc1[nH]c2ccccc2c1-c1csc(NC(=O)CSCC(=O)O)n1
2.0	3.9	105.8	1.0	-1.0	-12.0	12.0	33.2	11.8	-6.5	-3.1	COc1ccc(CN2CCCC(C(=O)N3CCCCC3)C2)cc1OC (centres undefined)
0.6	0.6	134.1	-15.5	-6.3	5.9	-5.9	-4.5	-7.0	-3.7	5.2	CC1Cc2ccccc2N1C(=O)CCS(=O)(=O)c1ccc2c(c1)NC(=O)CS2 (centres undefined)
8.7	-7.3	100.0	1.6	17.9	21.6	-21.6	-5.2	-18.8	-5.1	-3.7	COC(=O)c1sccc1NC(=O)c1ccc(Br)s1
1.0	0.2	95.7	1.3	-10.1	-7.4	7.4	24.1	8.8	-2.2	2.5	O=C(NC(=S)NCc1ccccc1)c1ccccc1[N+](=O)[O-]
0.4	-4.2	119.1	-8.8	-8.7	2.6	-2.6	-6.9	0.1	-1.9	-0.6	COc1ccccc1C(=O)NC(=O)COC(=O)c1cc[n+]([O-])cc1
-1.2	-3.4	105.2	-8.6	-10.0	-3.3	3.3	0.3	-1.8	-6.0	/	CC(C)C(c1nnnn1Cc1ccccc1)N1CCN(Cc2ccco2)CC1 (centres undefined)
0.0	1.1	99.2	-2.5	9.6	0.2	-0.2	-10.4	16.4	-5.8	-0.1	CC1(C2CC2)NC(=O)N(CC(=O)Nc2ccc(C(F)(F)F)cc2)C1=O (centres undefined)
2.6	1.2	103.4	-12.4	-8.9	-14.4	14.4	-18.5	2.8	-15.6	/	COc1cc(-c2nnc(COC(=O)c3nn(CC(C)C)c(=O)c4ccccc34)o2)cc(OC)c1OC
0.7	-1.7	101.4	-11.7	-22.6	-15.9	15.9	7.7	6.4	-9.0	/	Cc1ccccc1-c1nc(CN2CCC(C(=O)O)CC2)c(C)o1
-7.4	3.6	135.5	1.1	-5.7	-27.3	27.3	-0.2	-0.1	-9.8	0.9	O=C(C(=O)N1CCN(c2cccc(Cl)c2)CC1)c1c[nH]c2ccccc12
2.3	-3.3	106.2	-3.3	73.4	-18.9	18.9	2.1	-21.6	-4.1	-1.3	CC(C)=C1C2C=CC1C(C(=O)Nc1cccc(C)c1)C2C(=O)O (centres undefined)
1.5	-11.8	96.3	2.8	8.9	23.8	-23.8	11.4	1.6	3.4	/	COc1ccc(-c2cn(CCC(=O)O)c(-c3ccc(Cl)nc3)n2)cc1
-2.3	-1.3	87.2	-7.0	-10.2	39.5	-39.5	-11.5	-13.2	?	-1.2	Cc1cccc(C(=O)Nc2nc(C)c(C(=O)Nc3ccc4c(c3)CCC4)s2)c1
-0.2	-2.1	107.8	-2.7	3.6	9.8	-9.8	8.9	-4.4	2.1	-0.3	Cc1ccc(C(=O)N/C(=C\c2ccco2)C(=O)NC2CCS(=O)(=O)C2)cc1 (centres undefined)
1.2	8.1	95.4	7.9	188.9	-6.8	6.8	-5.2	-15.4	-8.8	/	CCN(C(=O)CSc1ncnc2sc(C)c(C)c12)C1CCS(=O)(=O)C1 (centres undefined)
2.4	-16.6	/	-6.8	91.5	58.0	-58.0	7.5	-43.6	0.6	/	CCOc1ccccc1Nc1nc(-c2sc(NC(=O)c3ccco3)nc2C)cs1

This is a random part of the collection; about 4.7% have a hit in one of these screens.
